Compound activity from PubChem BioAssay.
Dengue inhibitors – Dengue virus cytopathic effect inhibitors, cell-based, CPE readout, HTS (AID 540333); Dengue virus CPE inhibition in host cells; hits give high values; CPE inhibition, % at 20 µM; 10,000 tested, 3.1% active; in the data active = CPE inhibition mostly above about 9.1%, no sharp cut-off; inactive = mostly below about 7.2%
Starred values were filed as active, the others as inactive. Only part of the results is shown; rates above refer to the full screens.

For COc1ccccc1NC(=O)c1c(Nc2ccccc2C)sc(C(=O)Nc2cccc(Cl)c2)c1N the results were Dengue inhibitors 0.1.
O=C(Cn1cc([N+](=O)[O-])cn1)Nc1ccc(Cn2cc(Br)cn2)cc1 was read as Dengue inhibitors inactive.
Screening CCC(=O)NC(=S)Nc1ccccc1C(=O)NC1CCCCC1 returned Dengue inhibitors inactive.
Nn1c(Cc2cccc3ccccc23)nnc1SCc1ccc(Cl)c(Cl)c1 was read as Dengue inhibitors 2.5.
S=C(Nc1ccc(Oc2ccccc2)cc1)NC1CCCCCC1 was read as Dengue inhibitors 0.0.
CC(C)N1C(=O)NC2(c3ccccc3)N(C)C(=O)N(C)C12c1ccccc1 (stereo not drawn) was read as Dengue inhibitors inactive.
Screening COc1ccc(NC(=O)CCCn2c(=O)c3sccc3n(Cc3ccccc3)c2=O)cc1 returned Dengue inhibitors 1.1.
N#Cc1cc(NCC2CCCO2)c([N+](=O)[O-])cc1C#N (stereo not drawn) was read as Dengue inhibitors 0.1.
`COc1ccc(C(C)(C)C)cc1NC(=O)CCCn1c(=O)oc2ccccc21` gave Dengue inhibitors 0.1.
`Cc1ccc(C(=O)NC(=S)Nc2ccc3[nH]c(=O)[nH]c3c2)cc1` gave Dengue inhibitors 0.8.
`Cc1ccsc1/C=N/NC(=O)c1ccc2nc[nH]c2c1` gave Dengue inhibitors 0.2.
Screening Cc1ccc(N(C)S(=O)(=O)c2cccc(C(=O)Oc3ccc4c(C)cc(=O)oc4c3)c2)cc1 returned Dengue inhibitors 1.2.
COC(=O)Nc1nnc(/C=C/c2ccc(OC)cc2)s1 was read as Dengue inhibitors 7.0.
For N#Cc1ccc(/C=N/NC(=O)c2cc(-c3cccs3)nc3ccccc23)cc1 the results were Dengue inhibitors 2.9.
For Cc1nc2ccc(F)cc2cc1C(=O)Nc1ccc(Cl)c(Cl)c1 the results were Dengue inhibitors 4.9.
`C=C(C)C(=O)NC1=NN(c2ccccc2)C(=O)C1` gave Dengue inhibitors 1.0.
CCN(CC)c1ccc(NC(=O)c2cnccn2)cc1S(=O)(=O)Nc1ccc(OC)cc1 was read as Dengue inhibitors 0.7.
For O=C(CSc1nc(-c2ccc(F)cc2)cc(C(F)(F)F)n1)NCc1cccs1 the results were Dengue inhibitors inactive.
COc1ccc(NC(=O)c2cccc(NC(=O)C(C)C)c2)c([N+](=O)[O-])c1 was read as Dengue inhibitors inactive.
`CCCn1c(C)cc(C(=O)COC(=O)CN=C2NS(=O)(=O)c3ccccc32)c1C` gave Dengue inhibitors inactive.
Screening COc1ccc2cc(C(=O)N/N=C/c3sc4ccccc4c3O)ccc2c1 returned Dengue inhibitors inactive.
Screening CN1C(=S)N(c2ccccc2)C(=O)/C1=C/c1ccco1 returned Dengue inhibitors 0.0.
`Cc1cccc(CC2S/C(=N/N=C/c3ccco3)N(c3ccccc3)C2=O)c1` (stereo not drawn) gave Dengue inhibitors 3.4.
Screening C=CCn1c(SCC(=O)NC(=O)c2cccc([N+](=O)[O-])c2)nnc1-c1ccccc1 returned Dengue inhibitors 0.1.
`CCOC(=O)CCC(NC(=O)CCC(=O)NC(CCC(=O)OCC)C(=O)OCC)C(=O)OCC` (stereo not drawn) gave Dengue inhibitors inactive.
`O=C(Nc1nc(-c2cccc3ccccc23)cs1)c1cnccn1` gave Dengue inhibitors 0.2.
CCCCNC(=O)CSc1nc2ccc(NC(=O)CSc3nnc(N)s3)cc2s1 was read as Dengue inhibitors inactive.
`CCCCc1ccc(NC(=S)NCc2cccnc2)cc1` gave Dengue inhibitors 2.7.
Screening COC(=O)C1=NN(C(=O)c2cccc(Cl)c2)C(O)(C(C)(C)C)C1 (stereo not drawn) returned Dengue inhibitors 3.0.
`CC1CC(C)CN(CCCOc2ccccc2[N+](=O)[O-])C1` (stereo not drawn) gave Dengue inhibitors inactive.
Screening CCCCOCCCNC(=O)c1ccc([N+](=O)[O-])c(C)c1 returned Dengue inhibitors inactive.
Screening CC(=O)c1ccc(N2CCN(C(=O)c3ccc4nc[nH]c4c3)CC2)cc1 returned Dengue inhibitors 1.2.
For COc1c(Cl)cc(Cl)cc1C(=O)Nc1ccc(C(=O)O)cc1 the results were Dengue inhibitors inactive.
Screening C=CCc1ccccc1OCC(=O)N/N=C/c1ccccc1OCC returned Dengue inhibitors 6.8.
`COc1ccc2cc(CCOC3CCCCO3)ncc2c1` (stereo not drawn) gave Dengue inhibitors inactive.
Screening O=C(N/N=C/C=C\c1ccccc1[N+](=O)[O-])c1cc(-c2ccccc2)nc2ccccc12 returned Dengue inhibitors 1.3.
For COc1ccc(CCCC(=O)NC(C)c2ccccc2)cc1 (stereo not drawn) the results were Dengue inhibitors inactive.
Screening O=C(Nc1ccccc1)C1=C[C@H](c2ccccc2)C[C@H](OCCCCO)O1 returned Dengue inhibitors 0.0.
`CNC(CC(=O)c1ccc([N+](=O)[O-])cc1)C(Cl)(Cl)Cl` (stereo not drawn) gave Dengue inhibitors inactive.
For N#C/C(=C(/O)COC(=O)c1ccc(Cl)c(S(=O)(=O)N2CCOCC2)c1)c1nc2ccccc2[nH]1 the results were Dengue inhibitors inactive.
For N#Cc1ccc(NC(=O)CCc2nc3ccccc3s2)cc1 the results were Dengue inhibitors inactive.
For CCSc1nc2ccccc2n1C(=O)c1ccc(S(=O)(=O)N2CCCCCC2)cc1 the results were Dengue inhibitors 0.2.
Screening Cc1ccc(C)c(NC(=O)c2cc(-c3ccccc3)nn2-c2ccccc2)c1 returned Dengue inhibitors 6.0.
Screening O=C(CSc1nnc(NC2CCCCC2)s1)NN1C(=O)NC2(CCCCC2)C1=O returned Dengue inhibitors 2.3.
`CCN(CC)c1ccc(S(=O)(=O)N2CCOCC2)cc1NC(=O)CSc1cccc[n+]1[O-]` gave Dengue inhibitors inactive.
Screening Cc1ccc(C(=O)N/C(=C/c2cccc([N+](=O)[O-])c2)C(=O)NC(C)C)cc1 returned Dengue inhibitors inactive.
For Cc1ccc(N2CCN(C(=O)c3ccccc3NC(=O)C3CCCCC3C(=O)O)CC2)cc1 (stereo not drawn) the results were Dengue inhibitors inactive.
Screening COc1ccc(NC(=S)Nc2ccc3nccnc3c2)cc1 returned Dengue inhibitors inactive.
COc1ccccc1-c1nnc(NC(=O)c2ccc3ncsc3c2)o1 was read as Dengue inhibitors inactive.
`CCOc1ccccc1NC(=S)NC1CCCCC1` gave Dengue inhibitors 5.7.
Cc1cccc(NC(=O)CCC(=O)N/N=C/c2cc([N+](=O)[O-])ccc2O)c1 was read as Dengue inhibitors 1.6.
Cc1ccccc1Nc1nc(N)nc(COC(=O)CC2CC3CCC2C3)n1 (stereo not drawn) was read as Dengue inhibitors 3.8.
For CNc1nc2[nH]c(=O)c3c(c2s1)OC(N)=C(C#N)C3c1ccccc1 (stereo not drawn) the results were Dengue inhibitors inactive.
Cc1cc(C)c(-n2nnnc2SC(C)C)c(C)c1 was read as Dengue inhibitors 0.1.
Cc1[nH]c2ccccc2c1/C=C/c1nc2ccccc2c(=O)n1-c1ccc([N+](=O)[O-])cc1 was read as Dengue inhibitors 5.9.
COc1ccc(CNC(=O)Cn2cc(C(F)(F)F)ccc2=O)cc1 was read as Dengue inhibitors inactive.
`COc1ccc(/C(O)=C2/C(=O)C(=O)N(CCCN(C)C)C2c2cccc(Cl)c2)cc1OC` (stereo not drawn) gave Dengue inhibitors 0.1.
`Cc1cc(Cl)ccc1NC(=S)NCCCO` gave Dengue inhibitors 0.2.
Screening N#Cc1ccccc1NC(=O)CNc1ccc(Cl)c(C(F)(F)F)c1 returned Dengue inhibitors 2.0.
Screening COc1ccc(N2CCN(CC(=O)Nc3sccc3C#N)CC2)cc1 returned Dengue inhibitors inactive.
Screening Cc1cccc(NC(=S)N(Cc2cccs2)Cc2cc3cc(C)cc(C)c3[nH]c2=O)c1 returned Dengue inhibitors 3.1.
For O=C(NCc1cccc(C(F)(F)F)c1)c1cccc(S(=O)(=O)NCc2ccccc2)c1 the results were Dengue inhibitors 0.9.
CCN(CC)S(=O)(=O)c1ccc(NC(=O)COC(=O)CCc2cc(OC)c(OC)c(OC)c2)cc1 was read as Dengue inhibitors inactive.
For CC(C)C[C@@]12C(=O)N(c3cccc(F)c3)C(=O)N1[C@H](c1ccc(Br)cc1)[C@@H]1C(=O)N(C(C)(C)C)C(=O)[C@@H]12 the results were Dengue inhibitors 52*.
Screening CC(C)(C)c1ccc(NC(=O)COC(=O)c2ccc(NS(=O)(=O)c3ccc(F)c(F)c3)cc2)cc1 returned Dengue inhibitors 6.1.
For COC(=O)c1ccc(/C=N/Nc2nc(-c3ccc(C)cc3)cs2)cc1 the results were Dengue inhibitors 0.5.
Screening Cc1ccc(C)c(Cc2c(C)nc(C)[nH]c2=O)c1 returned Dengue inhibitors 0.3.
`S=C(NC1CCCCC1)NN(c1ccccc1)c1ccccc1` gave Dengue inhibitors 2.6.
O=C(N/C(=C\c1cccnc1)c1nc2ccccc2[nH]1)c1cccc(Br)c1 was read as Dengue inhibitors inactive.
O=C(COC(=O)c1c2c(nc3ccccc13)/C(=C/c1ccco1)CC2)NC1CCCC1 was read as Dengue inhibitors inactive.
O=C(CSCc1ccccc1)N1CCN(c2ccccc2)CC1 was read as Dengue inhibitors 0.7.
For Nc1cc(Cl)ccc1C(=O)OCC(=O)NC(=O)NCc1ccccc1 the results were Dengue inhibitors 19*.
For CCCC(=O)NNc1c2ccccc2nc2ccccc12 the results were Dengue inhibitors 0.7.
For COc1ccc(C(=O)NC(=S)Nc2cc(C)ccn2)cc1[N+](=O)[O-] the results were Dengue inhibitors 3.6.
Screening Cc1ccc(C(=O)Nc2ccc(Cl)cc2C(F)(F)F)c(Cl)c1 returned Dengue inhibitors 0.8.
Screening CCC1C/C(=C\c2cccnc2)C(=O)/C(=C/c2cccnc2)C1 (stereo not drawn) returned Dengue inhibitors inactive.
`Cc1cc(-c2n[nH]c(=S)n2/N=C/c2cccs2)n[nH]1` gave Dengue inhibitors inactive.
Screening COc1ccc(OC)c(CN(CCN2CCOCC2)C(=O)Nc2ccccc2)c1 returned Dengue inhibitors 0.2.
c1ccc(C2C/C(=N\N3CCOCC3)c3ccccc3O2)cc1 (stereo not drawn) was read as Dengue inhibitors 0.6.
For CC(C)(C)NC(=S)NCCc1ccccc1 the results were Dengue inhibitors 1.2.
Screening CC(C)(C)OC(=O)NCC(=O)Oc1cc2oc(=O)cc(-c3ccccc3)c2cc1Cl returned Dengue inhibitors 24*.
Screening C=CCC1C=CCC(CC=C)N1C(=O)c1ccccc1[N+](=O)[O-] (stereo not drawn) returned Dengue inhibitors 0.4.
`O=C1C=C(c2ccc(Cl)c(C(F)(F)F)c2)C[C@@H](c2ccc3c(c2)OCO3)C1` gave Dengue inhibitors 7.6.
Cc1ccc(NC(=S)N(CCN2CCCCC2)Cc2ccco2)cc1 was read as Dengue inhibitors 6.4.
For CCC(C(=O)OCC(=O)Nc1cc(Cl)ccc1Cl)c1ccccc1 (stereo not drawn) the results were Dengue inhibitors 0.4.
`Cc1scc(-c2n[nH]c(=S)n2Cc2ccccc2)c1C` gave Dengue inhibitors 0.7.
Screening O=C(CCCN1C(=O)/C(=C\c2ccco2)SC1=S)Nc1cccc2ccccc12 returned Dengue inhibitors 0.9.
For CCC(=O)Nc1ccc(C(=O)NNC(=O)COc2cccc(C)c2)cc1 the results were Dengue inhibitors 0.0.
Screening COc1ccc(OC)c(CN2CCC(C(=O)N3CCN(c4ccccc4F)CC3)CC2)c1 returned Dengue inhibitors 0.0.
`O=C1S/C(=C/c2ccccc2)C(=O)N1CC(O)Cn1c2ccccc2c2ccccc21` (stereo not drawn) gave Dengue inhibitors 16*.
`Cc1cccc(N2C(=O)SC(SC(=Nc3ccccc3)Nc3ccccc3)C2=O)c1` (stereo not drawn) gave Dengue inhibitors 0.3.
Screening CCC(CC)C(=O)NCCCCc1ccccc1 returned Dengue inhibitors 0.4.
Screening CCCN(CCC)CCOc1cc(C)ccc1C(C)C returned Dengue inhibitors inactive.
`CCn1cc([N+](=O)[O-])c(C(=O)N2N=C(c3ccccc3)CC2c2ccc([N+](=O)[O-])cc2)n1` (stereo not drawn) gave Dengue inhibitors 2.0.
Screening COC(=O)CN1C(=S)N(Cc2ccccc2)C(=O)C1CC(=O)Nc1ccc(OC)cc1 (stereo not drawn) returned Dengue inhibitors inactive.
Screening CC(=O)Nc1ccc(S(=O)(=O)NNC(=O)COc2cccc3ccccc23)cc1 returned Dengue inhibitors inactive.
For COc1cc(/C=C/C(=O)Nc2nc3ccc(S(=O)(=O)NC(C)C)cc3s2)cc(OC)c1OC the results were Dengue inhibitors inactive.
Screening Cc1cc(C(=O)OCC(=O)N2CC(=O)Nc3ccccc32)c(C)n1-c1ccccc1 returned Dengue inhibitors 1.6.
`O=C(O)c1ccc(NC(=S)NC2CCCCC2)cc1` gave Dengue inhibitors inactive.

Among those listed so far, these contain fluorine:
For Cc1nc2ccc(F)cc2cc1C(=O)Nc1ccc(Cl)c(Cl)c1 the results were Dengue inhibitors 4.9.
For O=C(CSc1nc(-c2ccc(F)cc2)cc(C(F)(F)F)n1)NCc1cccs1 the results were Dengue inhibitors inactive.
COc1ccc(CNC(=O)Cn2cc(C(F)(F)F)ccc2=O)cc1 was read as Dengue inhibitors inactive.
Screening N#Cc1ccccc1NC(=O)CNc1ccc(Cl)c(C(F)(F)F)c1 returned Dengue inhibitors 2.0.
For O=C(NCc1cccc(C(F)(F)F)c1)c1cccc(S(=O)(=O)NCc2ccccc2)c1 the results were Dengue inhibitors 0.9.
For CC(C)C[C@@]12C(=O)N(c3cccc(F)c3)C(=O)N1[C@H](c1ccc(Br)cc1)[C@@H]1C(=O)N(C(C)(C)C)C(=O)[C@@H]12 the results were Dengue inhibitors 52*.
Screening CC(C)(C)c1ccc(NC(=O)COC(=O)c2ccc(NS(=O)(=O)c3ccc(F)c(F)c3)cc2)cc1 returned Dengue inhibitors 6.1.
Screening Cc1ccc(C(=O)Nc2ccc(Cl)cc2C(F)(F)F)c(Cl)c1 returned Dengue inhibitors 0.8.
`O=C1C=C(c2ccc(Cl)c(C(F)(F)F)c2)C[C@@H](c2ccc3c(c2)OCO3)C1` gave Dengue inhibitors 7.6.
Screening COc1ccc(OC)c(CN2CCC(C(=O)N3CCN(c4ccccc4F)CC3)CC2)c1 returned Dengue inhibitors 0.0.
